CHRM4 agonist = agonists of human muscarinic M4 receptor (CHRM4); P08173; CHO-K1 hM4/Gqi5, Fluo-8 calcium fluorescence; vehicle 0%, full acetylcholine response 100%; activation, % at 3 µM; 360,000 tested, 0.14% active; AID 624127;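 active = activation above the run mean over all test wells plus 3 SD, cut at about 32% in these data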;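 note: peak over basal fluorescence ratio per well then scaled between controls; 0% = DMSO wells and 100% = acetylcholine at EC100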
Target sequence (P08173 whole entry, looked up): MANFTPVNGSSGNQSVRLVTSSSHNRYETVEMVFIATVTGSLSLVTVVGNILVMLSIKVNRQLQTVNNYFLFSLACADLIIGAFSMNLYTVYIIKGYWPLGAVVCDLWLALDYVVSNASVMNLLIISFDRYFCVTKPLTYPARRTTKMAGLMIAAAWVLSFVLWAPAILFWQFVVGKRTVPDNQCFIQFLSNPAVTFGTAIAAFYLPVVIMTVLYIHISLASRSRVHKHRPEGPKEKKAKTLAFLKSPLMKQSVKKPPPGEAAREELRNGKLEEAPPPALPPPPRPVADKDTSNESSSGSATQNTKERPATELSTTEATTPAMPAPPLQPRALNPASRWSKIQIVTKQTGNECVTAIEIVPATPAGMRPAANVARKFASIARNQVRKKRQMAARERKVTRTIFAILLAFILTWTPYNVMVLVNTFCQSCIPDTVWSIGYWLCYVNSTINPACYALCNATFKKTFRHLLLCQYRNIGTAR
M5 antag = blocks acetylcholine activation of human M5 receptor; CHO-hM5 cells, Fluo-8 calcium fluorescence, ACh EC80; P08912; inhibition, % at 3 µM; 360,000 tested, 0.59% active;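 active = inhibition above a per-plate cutoff, the mean of that plate's test compounds plus 3 SD, cut at about 27% in these data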;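 note: 0% = acetylcholine EC80 with DMSO and 100% = DMSO without agonist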
Target sequence (P08912 whole entry, looked up): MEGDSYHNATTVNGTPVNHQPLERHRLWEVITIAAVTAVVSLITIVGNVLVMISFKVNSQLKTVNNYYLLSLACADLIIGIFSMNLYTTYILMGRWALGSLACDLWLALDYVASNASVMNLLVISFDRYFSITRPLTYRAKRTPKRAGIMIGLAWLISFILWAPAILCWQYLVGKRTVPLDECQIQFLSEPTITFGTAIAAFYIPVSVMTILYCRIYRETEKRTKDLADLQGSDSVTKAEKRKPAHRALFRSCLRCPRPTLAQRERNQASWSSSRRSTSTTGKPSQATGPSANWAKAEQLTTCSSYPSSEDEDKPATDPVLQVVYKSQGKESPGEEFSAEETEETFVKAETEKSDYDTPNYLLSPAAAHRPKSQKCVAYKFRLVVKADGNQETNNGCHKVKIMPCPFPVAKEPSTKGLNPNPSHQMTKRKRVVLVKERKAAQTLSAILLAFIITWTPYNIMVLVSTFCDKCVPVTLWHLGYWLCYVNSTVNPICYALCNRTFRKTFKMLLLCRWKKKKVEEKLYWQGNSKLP
CHRM1 PAM = potentiates human M1 receptor response to acetylcholine; P11229; CHO-K1 hM1, Fluo-8 calcium fluorescence, ACh EC20; 0% = ACh EC20, 100% = maximal ACh; activation, % at 3 µM; 360,000 tested, 0.088% active; AID 588819; in the data active = activation above about 19%, passing the limit was not always enough
CHRM4 PAM = CHRM4 positive allosteric modulation | activation, % at 3 µM | P08173 | 360,000 tested, 0.4% active | CHO-K1 hM4/Gqi5, Fluo-8 calcium fluorescence, ACh EC20; 0% = ACh EC20, 100% = maximal ACh;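 active = activation above its plate's cutoff, the mean activation of sample wells plus 3 SD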; note: some results filed as inactive read as strong as hits
M4 antag = antagonists of human muscarinic M4 receptor (CHRM4) | P08173 | CHO-hM4 cells, ACh EC80, Fluo-8 calcium fluorescence | inhibition, % at 3 µM | 360,000 tested, 0.73% active;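 active = inhibition above its plate's cutoff, the mean inhibition of sample wells plus 3 SD, cut at about 27% in these data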;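 note: 0% = acetylcholine EC80 with DMSO and 100% = DMSO without agonist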
CRFR2-BP ag = agonists of human CRF-binding protein/CRF-R2 receptor complex; HEK293 CRF-R2/CRF-BP, calcium dye fluorescence (FLIPR); percent of saturating CRF peptide response; activation, % at 13.2 µM; 350,000 tested, 0.46% active;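 active = activation of at least 50%, plus an integration ratio under a set limit after plate pattern correction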;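 note: plate controls were neutral control wells without compound for no effect and CRF at EC100 for full effect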
CHRM5 agonist = agonists of human muscarinic M5 receptor (CHRM5) | 360,000 tested, 0.19% active | P08912 | AID 624037 | CHO-K1 hM5 cells, Fluo-8 calcium fluorescence; 0% DMSO wells, 100% maximal acetylcholine response | activation, % at 3 µM;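 active = activation above the run's mean over test compounds plus 3 SD, cut at about 23% in these data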;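 note: signal is peak over basal fluorescence ratio across the kinetic read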
CRFBP-R2 block = blocks CRF-induced signaling of the CRF-BP/CRF-R2 complex; HEK293 CRF-R2/CRF-BP, CRF-induced calcium fluorescence; inhibition, % at 11.8 µM; 350,000 tested, 0.59% active; AID 588475;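 active = inhibition of the ligand-induced calcium signal above about 50% at the single tested concentration, limit read from the data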
CHRM5 PAM = positive allosteric modulators of human muscarinic M5 receptor | P08912 | CHO-K1 hM5, Fluo-8 calcium, ACh EC20 PAM; 0% = ACh EC20, 100% = ACh EC100 | activation, % at 3 µM | 360,000 tested, 0.3% active | AID 624038;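 active = activation above the run cutoff, the mean activation of all test compounds plus 3 SD, cut at about 18% in these data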
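system = human M5 receptor in CHO-K1 cells | compound = one concentration, 3 µM final (nominal) | schedule = Post-acetylcholine fluorescence recording 140 s | signal = Fluo-8 calcium dye fluorescence, kinetic read | benchmarks = low control EC20 acetylcholine (0%), high control EC100 acetylcholine (100%) | repeats = singlicate, one well per test compound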
* hit, by the source's call. Hits appear at their usual frequency; 2.6% or so of the library scored in one or more.

molecule,CHRM4 agonist,M5 antag,CHRM1 PAM,CHRM4 PAM,M4 antag,CRFR2-BP ag,CHRM5 agonist,CRFBP-R2 block,CHRM5 PAM
CCc1nnc(NC(=O)c2ccc(COc3ccccc3C)o2)s1,3,8,15,9,-9,-0.2,1,-3,0
CN(NC1OC(=O)c2ccccc21)c1c([N+](=O)[O-])cc(C(F)(F)F)cc1[N+](=O)[O-] (stereo not given),4,8,2,0,-11,-1.1,5,-1,-7
O=C(c1cccs1)N1CCN(c2ccc([N+](=O)[O-])cc2F)CC1,18,23,-4,-12,10,2.3,4,-1,-14
Cc1ccc(NC(=O)c2cc(-c3ccccc3)nn2-c2ccccc2)c(Br)c1,0,-5,-1,3,-2,17,0,9,0
COc1ccc(-n2nc3c(c2NC(=O)C2CCCC2)CS(=O)C3)cc1 (stereo not given),-1,3,6,-4,3,1.8,1,-4,0
O=C(Nc1cccc(C(F)(F)F)c1)c1cccnc1N1CCN(CCO)CC1,1,-2,3,2,5,0.0,-6,-10,0
c1ccc(N2CCN(Cc3cn4ccccc4n3)CC2)cc1,4,4,-1,-7,-1,7.9,-6,43,-1
O=C(CSc1nnc(CNC(=O)c2ccco2)o1)Nc1ccccc1,0,6,5,-5,0,-2.9,-2,-7,-2
COc1ccccc1N1CC(C)(C)C(=O)N(C(=O)c2ccc(Cl)cc2)C1=S,6,3,0,-13,-6,1.4,0,3,0
Cc1ccc(CNS(=O)(=O)c2cc3c(cc2C)NC(=O)CO3)cc1,3,3,1,4,6,-3.8,2,6,-2

3 of the compounds above, as labelled records:
> CN(NC1OC(=O)c2ccccc21)c1c([N+](=O)[O-])cc(C(F)(F)F)cc1[N+](=O)[O-] (stereo not given)
  CHRM4 agonist = 4
  M5 antag = 8
  CHRM1 PAM = 2
  CHRM4 PAM = 0
  M4 antag = -11
  CRFR2-BP ag = -1.1
  CHRM5 agonist = 5
  CRFBP-R2 block = -1
  CHRM5 PAM = -7
> O=C(c1cccs1)N1CCN(c2ccc([N+](=O)[O-])cc2F)CC1
  CHRM4 agonist = 18
  M5 antag = 23
  CHRM1 PAM = -4
  CHRM4 PAM = -12
  M4 antag = 10
  CRFR2-BP ag = 2.3
  CHRM5 agonist = 4
  CRFBP-R2 block = -1
  CHRM5 PAM = -14
> Cc1ccc(NC(=O)c2cc(-c3ccccc3)nn2-c2ccccc2)c(Br)c1
  CHRM4 agonist = 0
  M5 antag = -5
  CHRM1 PAM = -1
  CHRM4 PAM = 3
  M4 antag = -2
  CRFR2-BP ag = 17
  CHRM5 agonist = 0
  CRFBP-R2 block = 9
  CHRM5 PAM = 0

Following part.
molecule,CHRM4 agonist,M5 antag,CHRM1 PAM,CHRM4 PAM,M4 antag,CRFR2-BP ag,CHRM5 agonist,CRFBP-R2 block,CHRM5 PAM
O=C(CC1C(=O)NCCN1Cc1cccc(F)c1)NCCCOc1cccnc1 (stereo not given),0,3,5,-3,8,1.6,-2,22,-1
CCC(C)[C@H](NC(=O)c1cn(CC)c2cc3c(cc2c1=O)OCO3)C(=O)NCCCn1ccnc1 (stereo not given in full),0,3,3,-4,-18,0.7,-1,-4,1
C/C(Cc1ccccc1)=N\NC(=O)CNC(=O)c1ccccc1,1,-9,10,0,3,-1.5,-1,-11,3
CC(=O)Nc1ccc(SCC(=O)NC(=O)c2ccc(Cl)cc2)cc1,3,3,2,-1,0,0.2,2,39,0
Cc1cccc(-c2nc(C#N)c(N3CCC(C)CC3)o2)c1,1,-8,5,1,-5,-2.7,-1,1,1
CN(Cc1c(C(=O)N/N=C/c2ccccc2O)nnn1-c1nonc1N)C1CCCCC1,1,1,3,5,-12,7.1,0,-7,0
CCCOc1ccc(N2C(=O)CC(NCCCN3CCC(C(N)=O)CC3)C2=O)cc1 (stereo not given),2,7,8,1,6,-1.2,0,-6,-2
Cc1c(Nc2nc3ccccc3n3cnnc23)cccc1[N+](=O)[O-],1,7,5,3,-6,0.9,-1,-20,-4
C[C@@H]1CN([C@@H](C)CO)C(=O)c2cc(Br)cnc2O[C@H]1CN(C)C(=O)c1ccccc1F,1,1,6,7,-11,-1.4,1,-11,0
Nc1nc2nccc(-c3cccnc3)n2n1,1,-4,11,-1,2,4.3,0,-10,7

molecule,CHRM4 agonist,M5 antag,CHRM1 PAM,CHRM4 PAM,M4 antag,CRFR2-BP ag,CHRM5 agonist,CRFBP-R2 block,CHRM5 PAM
COc1ccc(OC(=O)c2cnc3n(c2=O)CCS3)cc1,0,12,0,-7,2,0.8,1,8,-10
CN1CCN(c2ccc(S(=O)(=O)N3CCCCC3)cc2N)CC1,1,0,10,5,-11,0.1,-4,0,2
O=C1C=CC(=O)N1c1ccc2c(c1)C(NC(=O)C(F)(F)F)c1ccccc1-2 (stereo not given),3,9,7,-2,17,7.9,3,29,3
CCNCc1cc([N+](=O)[O-])ccc1OCC,0,12,-10,-7,7,-1.1,-6,1,-10
COc1ccc(N2CCN(S(=O)(=O)c3ccc4c(c3)NC(=O)C(C)C(=O)N4)CC2)cc1 (stereo not given),0,2,-2,-6,5,0.1,-2,0,0
O=c1oc(-c2ccco2)nc2ccccc12,-1,-7,10,0,14,-0.3,2,13,8
O=C1[C@H]2[C@@H](C(=O)N1c1cc(Cl)cc(Cl)c1)[C@]1(C(=O)Nc3ccccc31)N1CCC[C@@H]21,2,-3,1,2,-7,0.4,1,-18,-1
CN(C)Cc1c(O)c(Cl)cc2c3c(c(=O)oc12)CCCC3,0,-1,5,2,-4,-0.1,1,-1,-4
COc1ccc(NC(=O)CSc2nnc(-c3ccccn3)n2-c2ccccc2)cc1OC,2,3,3,1,4,-0.7,-1,-16,-8
COc1ccc(CN2CCCC(C(=O)N3CCCC3)C2)c(OC)c1 (stereo not given),0,7,6,-2,0,4.2,-2,-2,0

molecule,CHRM4 agonist,M5 antag,CHRM1 PAM,CHRM4 PAM,M4 antag,CRFR2-BP ag,CHRM5 agonist,CRFBP-R2 block,CHRM5 PAM
Cc1nn(Cc2ccc(Cl)cc2)c(C)c1NC(=O)c1noc2c1CCCCC2,7,0,-8,-5,1,0.7,0,-8,-15
CN(C1=NS(=O)(=O)N=C(N(C)c2ccccc2)O1)c1ccccc1,0,21,-2,4,-1,-1.1,0,45,5
O=C(O)c1ccccc1NC(=O)C1CCN(S(=O)(=O)c2ccc3c(c2)OCCO3)CC1,-2,-7,15,9,-1,-2.4,4,15,-1
O=C(OCC(=O)N1CCC(Cc2ccccc2)CC1)c1ccc(O)cc1,4,10,-6,-5,4,-0.2,1,-7,-2
O=C(CCN1C(=O)/C(=C\c2ccccc2Cl)SC1=S)Nc1cccnc1,8,-7,-2,-5,-4,-0.1,2,6,-5
CC(=O)Nc1ccc(S(=O)(=O)NC2=NCN(C)CN2)cc1,1,-3,14,10,-19,-0.1,-5,-10,1
COc1ccc2nc(NC(=S)NC(=O)c3ccco3)sc2c1,1,0,9,10,-3,-2.2,-2,8,-1
COc1ccc([C@H]2CC(=O)C=C(c3ccc(-c4ccccc4)cc3)C2)cc1OC,1,1,8,11,-2,4.1,2,2,8
CN1CCN(C(=O)c2cc3nc(-c4ccccc4)cc(C(F)(F)F)n3n2)CC1,7,2,-7,-10,-5,1.9,2,12,-3
COCCNC(=O)/C(C#N)=C/c1ccc(OCc2ccc(F)cc2)cc1,9,11,-1,0,0,-0.5,6,-32,-7

molecule,CHRM4 agonist,M5 antag,CHRM1 PAM,CHRM4 PAM,M4 antag,CRFR2-BP ag,CHRM5 agonist,CRFBP-R2 block,CHRM5 PAM
CC#CCc1cc2ccccc2c(=O)o1,1,1,13,6,-16,-2.0,2,16,2
CN(CCCC(=O)NC1CC(C)(C)NC(C)(C)C1)S(=O)(=O)c1ccc([N+](=O)[O-])cc1,0,6,8,-1,4,-5.1,-1,29,3
CCN(c1ccccc1)S(=O)(=O)c1ccc(Oc2ccc(C(C)=O)cc2OC)nc1,11,11,-10,-8,19,-0.7,-5,12,-15
CC(C)NC(=O)/C(C#N)=C\c1ccc(N(C)C)c(Br)c1,2,5,5,-2,1,-2.0,-1,-39,-6
CNC(=O)c1nnn(-c2ccccc2)c1C(=O)NC,0,2,7,5,-17,1.0,-1,7,-4
COc1ccc(NC(=S)Nc2cccc3ccccc23)cc1OC,4,12,5,-2,-4,0.2,-3,-11,-1
CCOP(=O)(OCC)C(NC(=O)Nc1ccc(C)cc1)C(N)=O (stereo not given),0,9,4,-3,7,-0.7,-3,11,-8
CC1CCN(C(=O)CSc2nncn2C)CC1,1,-4,8,-3,0,0.3,-5,1,-1
COC(=O)CN1C(=O)[C@H]2[C@@H](/C=C/c3ccccc3)N3C(=O)CN(Cc4ccccc4)C(=O)[C@@]3(Cc3ccccc3)[C@H]2C1=O,9,-1,-4,-1,-15,0.0,1,-6,-8
O=C1CC(c2ccccc2)CC(O)=C1C=NCc1ccc(Cl)cc1 (stereo not given),1,1,4,4,-5,-0.3,-1,-12,3

molecule,CHRM4 agonist,M5 antag,CHRM1 PAM,CHRM4 PAM,M4 antag,CRFR2-BP ag,CHRM5 agonist,CRFBP-R2 block,CHRM5 PAM
CS(=O)(=O)NCCNc1cc(Cl)ccc1[N+](=O)[O-],1,0,8,2,-4,1.6,-1,-6,-4
CCn1c2ccccc2c2cc(NC(=O)COC(=O)C3CCC(=O)N3)ccc21 (stereo not given),0,-1,7,3,1,0.4,-3,3,3
CCC(=O)C(C#N)(c1ccc(OC)c(OC)c1)C(C)C (stereo not given),0,12,5,3,-3,-1.4,2,13,0
OCCCC1CCCCN1Cc1nc(Cc2ccccc2Cl)no1 (stereo not given),2,3,4,4,-2,-0.5,-11,-5,3
CCc1nnc(NC(=O)CSc2nnc(C)c(=O)n2N)s1,1,18,1,-6,8,-0.8,-1,5,-8
O=C(c1cc2ccccc2cc1O)N1CCN(c2ccccc2O)CC1,6,6,-1,1,6,-0.2,1,-15,-3
CCN(CC)c1ccc(C=Nc2cccc(S(=O)(=O)N3CCOCC3)c2)c(O)c1,1,11,12,7,3,0.6,-6,23,3
C=CCn1c(=O)/c(=C\c2ccccn2)s/c1=C(/C#N)C(=O)NCC1CCCO1 (stereo not given),12,24,-7,-8,4,8.3,3,-67,-15
Oc1cc(-c2ccccc2)c2ccccc2c1,-1,9,3,3,-4,-0.6,-4,4,-6
Cc1nc2ccc(NC(=O)CS(=O)(=O)c3ccccc3)cc2s1,2,-5,2,4,-8,-0.1,4,-2,8

Source: PubChem (several laboratories)
